RORg inh: inhibitors of mouse ROR gamma transcriptional activity. Drosophila S2 Gal4-RORgamma UAS-luciferase reporter, 20 h. AID 2551. hit rate 5.4% among 310,000. P51450. Potency, µM (top dose mostly 53.6 µM), inactives show top-dose activity change, negative = inhibition, hits mostly inhibitors; further: potency means the concentration at half of the fitted maximal effect; on the % scale 0 is the no-effect control and ±100 the full control effect; nearly all actives have a fitted effect of over 60% in size
Target sequence (P51450 whole entry, looked up, the tested form may be a part): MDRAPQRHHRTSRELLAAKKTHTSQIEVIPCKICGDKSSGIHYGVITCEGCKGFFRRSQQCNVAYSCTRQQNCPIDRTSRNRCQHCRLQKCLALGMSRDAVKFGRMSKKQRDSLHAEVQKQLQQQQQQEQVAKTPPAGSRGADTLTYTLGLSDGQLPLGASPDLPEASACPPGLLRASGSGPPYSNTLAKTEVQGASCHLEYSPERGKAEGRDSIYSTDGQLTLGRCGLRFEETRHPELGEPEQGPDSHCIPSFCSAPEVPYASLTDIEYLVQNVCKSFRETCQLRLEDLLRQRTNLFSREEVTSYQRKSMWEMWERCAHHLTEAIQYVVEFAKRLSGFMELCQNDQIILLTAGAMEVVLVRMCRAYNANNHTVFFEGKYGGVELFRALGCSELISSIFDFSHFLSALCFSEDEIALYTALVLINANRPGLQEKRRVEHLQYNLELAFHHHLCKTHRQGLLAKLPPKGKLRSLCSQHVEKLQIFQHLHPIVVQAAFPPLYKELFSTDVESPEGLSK
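Drosophila S2 cells stably expressing Gal4-DBD/mouse RORγ fusion under metallothionein promoter plus UAS-luciferase; compound 1 h, then 700 uM CuSO4 induction for 20 h at ambient temperature; inhibition read as reduced luminescence.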
uPA generation: blocks generation of uPA at the cell surface; Potency, µM (doses to about 38.3 µM), for the others: at the top dose activity change, negative = inhibition, hits mostly inhibitors; cell surface uPA generation assay, qHTS; hit rate 0.31% among 330,000; AID 540303; active means well fitted inhibition curve with a large enough effect; inconclusive means small, poorly fitted or top-dose-only effect; inactive means no such curve, though single readings can be large or run the other way; tested in mouse RAW 264.7 cells; further: potency means the concentration at half of the fitted maximal effect; on the % scale 0 is the no-effect control and ±100 the full control effect; nearly all actives have a fitted effect of over 55% in size
NPC1 prom act: activates the NPC1 promoter; Potency, µM (doses to about 9.22 µM), for the others: top-dose activation, actives largely listed as activators; AID 485313; Huh7 NPC1 promoter luciferase reporter, 24 h; hit rate 2.4% among 320,000;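 further: potency means the concentration at half of the fitted maximal effect; % of control where 0% means no effect; nearly all actives have a fitted effect of over 60% in size; reporter is driven by a mutant NPC1 promoter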
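Luminescence read-out of NPC1 promoter-driven luciferase in stably transfected Huh7 cells; compounds delivered in DMSO and left 24 h at 37C, 5% CO2, qHTS titration format.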
Tb PFK block: T. brucei PFK enzyme inhibition; O15648; T. brucei PFK, ADP-Glo luminescence; Potency, µM (doses to about 57.5 µM), for the others: top-dose activity, negative = inhibition, actives largely listed as inhibitors; hit rate 0.17% among 330,000;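 further: potency means the concentration at half of the fitted maximal effect; 0% = uninhibited 1x PFK enzyme wells and -100% = no-enzyme wells; nearly all actives have a fitted effect of over 60% in size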
Target sequence (O15648 whole entry, looked up): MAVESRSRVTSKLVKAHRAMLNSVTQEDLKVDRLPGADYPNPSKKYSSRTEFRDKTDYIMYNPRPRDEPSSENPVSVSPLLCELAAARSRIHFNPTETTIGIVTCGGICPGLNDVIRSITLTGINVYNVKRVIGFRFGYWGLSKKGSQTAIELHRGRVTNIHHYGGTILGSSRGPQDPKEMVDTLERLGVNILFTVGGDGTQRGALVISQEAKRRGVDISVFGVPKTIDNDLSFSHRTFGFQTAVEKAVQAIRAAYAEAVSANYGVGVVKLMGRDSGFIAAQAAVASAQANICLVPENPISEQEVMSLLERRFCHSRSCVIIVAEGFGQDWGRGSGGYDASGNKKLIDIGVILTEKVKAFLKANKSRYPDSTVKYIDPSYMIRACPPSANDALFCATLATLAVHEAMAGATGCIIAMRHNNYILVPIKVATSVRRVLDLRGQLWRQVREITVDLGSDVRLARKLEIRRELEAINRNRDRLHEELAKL
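Activity is normalized to no-enzyme wells (full inhibition) and 1.25 nM enzyme wells (no inhibition). Reaction: 0.5 mM F6P, 0.1 mM ATP, 45 min RT, ADP-Glo luminescence; concentration-response curves fitted and classed by quality.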
Gal4-VP16 FLuc: counter-screen for ROR gamma inhibitors: Gal4-VP16 reporter. Potency, µM (doses to about 53.6 µM), without a hit: top-dose activity, negative = inhibition, usual class: inhibitors. Drosophila S2 Gal4-VP16 UAS-luciferase, luminescence, 20 h. hit rate 3.5% among 310,000;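 further: Gal4-VP16 expression switched on by copper sulfate through the metallothionein promoter; potency means the concentration at half of the fitted maximal effect; on the % scale 0 is the no-effect control and ±100 the full control effect; nearly all actives have a fitted effect of over 50% in size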
Coupling enz: inhibits coupling enzyme system, counter-screen for aldolase hits | coupling enzyme system counterscreen, AmpLite Red fluorescence | activity change, negative = inhibition, % at 58.2 µM, hits read low | hit rate 0.67% among 290,000; in the data active means activity change below about -30%; further: on the % scale 0 is the no-effect control and ±100 the full control effect
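Activity here indicates interference with the coupling reaction, not aldolase inhibition. Compounds at 57.5 uM final met coupling enzymes for 10 min at RT; substrate and AmpLite Red detection followed, with a 525/598 nm fluorescence read after 20 min.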
KCNH2 3.1 inh: KCNH2 3.1 (human) potassium channel inhibition; activity change, % (tested at about 1.8 µM); U2OS KCNH2 3.1, thallium flux FluxOr; hits give low values; hit rate 0.95% among 340,000;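 active means maximum activity change below -70%; inconclusive means maximum activity change from -70% to -50%; inactive means maximum activity change above -50%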;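 further: thallium influx rate constant from kinetic fluorescence after stimulation buffer; on the % scale 0 is the no-effect control and ±100 the full control effect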
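U2OS cells transduced with KCNH2 3.1 mutant virus (1.77 x 10^8 /mL, 4 h), plated overnight at 37 C, loaded 45 min with FluxOr dye plus Red40 quencher. Thallium flux rate constant from kinetic reads after stimulation buffer, normalised to controls.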
Giardia killer: Giardia lamblia killing. activity change, % at 7.66 µM, hits read low. Giardia lamblia trophozoite viability. hit rate 0.15% among 340,000. AID 540267; in the data active means activity change below about -80%; inconclusive means between about -30% and that limit;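 further: parasites exposed to compound for two days anaerobically before the ATP read; on the % scale 0 is the no-effect control and ±100 the full control effect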
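Giardia trophozoites, 100 cells per well, were exposed to compounds for 48 hrs at 37 deg C under anaerobic conditions; viability was then read as ATP content by bioluminescence after 15-30 min at room temperature.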
FLuc modulator: firefly luciferase modulation, counter-screen for miR-21 project; purified FLuc, Km substrates, luminescence inhibition; hit rate 6.9% among 360,000; Potency, µM (doses to about 57.5 µM), for inactives: at the top dose activity change, negative = inhibition, hits mostly inhibitors; P08659;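 further: potency means the concentration at half of the fitted maximal effect; plate controls were vehicle for no effect and reference inhibitor for full effect; nearly all actives have a fitted effect of over 55% in size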
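Purified P. pyralis luciferase (10nM final) with 10uM D-luciferin and 10uM ATP (Km levels) in 50mM Tris acetate pH 7.5, 10mM Mg acetate, 0.01% Tween-20, 0.05% BSA; qHTS 6-point titration, ~60 µM downward; luminescence read.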
Rab9 promoter act: activators of Rab9 promoter | Huh7 Rab9 promoter-luciferase reporter, luminescence, 24 h | Potency, µM (doses to about 9.22 µM), for inactives: top-dose activation, negative = inhibition, most hits filed as activators | hit rate 2.8% among 320,000 | AID 485297; further: potency means the concentration at half of the fitted maximal effect; % of control where 0% means no effect; nearly all actives have a fitted effect of over 60% in size
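Huh7 reporter line, Rab9 promoter upstream of luciferase. Compound exposure 24 h at 37 °C in reduced-serum medium with 10% FBS. Read-out: luminescence.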
ELG1 genotox: genotoxicity induction in ELG1-luciferase HEK293T cells; HEK293T ELG1-luciferase reporter, luminescence, 16 h; Potency, µM (series often up to 46 µM), for the others: top-dose activity change, positive = activation, hits mostly activators; hit rate 1.3% among 330,000; AID 504466; further: potency means the concentration at half of the fitted maximal effect; % of control where 0% means no effect; nearly all actives have a fitted effect of over 60% in size
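HEK293T cells expressing luciferase-tagged ELG1 were exposed to compound or DMSO vehicle for 16 hr at 37 °C and 5% CO2. Luciferase activity was then measured with ONE-Glo after 30 min at room temperature.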
* marks the source's active call; other numbers are inactive results; ? = inconclusive; · = no result given; [ ] = dose if it differs, or a comment. Unless noted, the call rests on the fitted dose curve; in most records, active means well fitted curve in the direction sought with a large enough effect; inconclusive means small, poorly fitted or top-dose-only effect, or another doubt; inactive means no such curve, though single readings can be large; an effect the other way counts as inactive or inconclusive. An unsorted share of the library; overall some 14% were active at least once.

SMILES	RORg inh	uPA generation	NPC1 prom act	Tb PFK block	Gal4-VP16 FLuc	Coupling enz	KCNH2 3.1 inh	Giardia killer	FLuc modulator	Rab9 promoter act	ELG1 genotox
O=C(CC(NC(=O)C(F)(F)F)c1ccccc1)Nc1nnc(CCc2ccccc2)s1 (stereo not given)	17.8%	1.8%	-1.9%	?	7.6%	4.6	-5.7	11.3	1.9%	-3.9%	2.1%
CC(=O)Nc1ccc(S(=O)(=O)NCCC(=O)Nc2ncccc2C)cc1	·	6.4%	5.9%	-1.0%	·	·	7.9	5.1	3.1%	-2.0%	2.5%
NC(=O)c1ccc(NC(=O)COC(=O)/C=C/c2cccs2)cc1	-3.2%	3.5%	-0.8%	0.7%	-3.3%	-1.2	1.5	23.2	0.9%	10.7%	-1.8%
Cc1ccc(C(=O)c2c3ccccc3[n+]([O-])n2CCO)cc1	·	-18.6%	6.4%	11.3%	·	·	48.1	16.2	-9.4%	2.0%	5.9%
CC(C)Oc1cccc(C(=O)Nc2ccc(N3CCN(S(C)(=O)=O)CC3)cc2)c1	-10.4%	0.7%	1.2%	-0.2%	2.9%	-0.6	-2.8	14.2	-0.3%	-1.1%	-0.5%
Cn1c(=O)[nH]c(=O)c2c1nc(N1CCC(Cc3ccccc3)CC1)n2Cc1ccccc1	?	-0.5%	-3.8%	2.6%	?	1.9	-24.6	-11.7	6.7%	-10.9%	-11.4%
COc1ccc(OC)c(NC(=O)CCNC(=O)c2ccco2)c1	-12.5%	5.5%	0.1%	-2.5%	7.8%	-0.5	2.6	14.2	2.9%	6.4%	-3.3%
CN(C)CCCNc1oc(-c2ccccc2Cl)nc1S(=O)(=O)c1ccccc1	·	-12.5%	-0.8%	-1.1%	·	·	-13.8	?	9.5%	-10.4%	4.4%
CCOc1ccc(CN(C)CC(=O)NCc2ccccc2Cl)cc1	16.2%	-1.1%	-4.7%	4.4%	1.3%	-0.7	7.5	0.0	-4.1%	0.4%	1.4%
COc1ccc(/C=N/n2cnc3c([nH]c4ccccc43)c2=O)cc1COc1ccccn1	9.5%	·	1.8%	1.1%	-2.0%	-22.6	·	·	-6.3%	-1.7%	-12.4%
Cc1nc2sccn2c(=O)c1S(=O)(=O)N1CCN(c2cccc(C(F)(F)F)c2)CC1	14.1%	3.3%	-3.2%	-12.6%	-3.5%	0.3	-7.5	-2.9	-2.1%	2.3%	-10.1%
O=C(CCCN1C(=O)c2cccc3cccc(c23)C1=O)N1CCN(c2ccc(F)cc2)CC1	35.1%	·	-8.5%	-11.4%	-1.3%	1.1	-22.3	0.9	1.5%	-12.6%	-15.8%
O=C1C=C(c2ccc3ccccc3c2)C[C@@H](c2ccc(Cl)cc2)C1	·	11.7%	-4.4%	0.0%	·	·	·	-22.5	1.5%	-0.8%	0.5%
CCN1CCN(c2ccc(NC(=O)c3cccc(F)c3)cc2Cl)CC1	24.2%	-15.2%	?	5.7%	1.4%	-0.5	?	4.5	16.9µM*	3.55µM*	?
Cc1ccccc1C(=O)NC1CCN(C(=O)N(c2ccccc2)c2ccccc2)CC1	11.2µM*	2.2%	0.0%	-0.7%	0.5%	7.7	17.9	9.1	-2.9%	0.5%	-4.6%
Cc1ccc(C(=O)Nn2c(O)c(C=C3N=c4ccccc4=N3)sc2=S)cc1	13.2%	·	0.5%	-2.9%	-5.3%	-0.1	-17.2	12.0	?	5.5%	5.3%
OC1(CN2CCOCC2)C2CN3CCN(C2)CC1(c1ccccc1)C3 (stereo not given)	-56.1%	0.4%	-3.9%	-3.1%	-0.4%	2.6	8.0	10.4	3.3%	0.9%	1.5%
Cc1cc(NCCOCCO)n2ncc(-c3ccc(Cl)cc3)c2n1	-4.0%	-6.5%	1.26µM*	-2.8%	-6.6%	0.0	5.0	-3.2	1.35µM*	0.891µM*	?
COc1ccc(-c2c(C)n([O-])c(C)c(C)[n+]2=O)cc1	-15.6%	-1.7%	-2.3%	1.1%	-5.9%	0.2	2.2	3.8	1.0%	11.1%	-0.2%
O=C(CSc1nc2ccc(Nc3nc(N4CCOCC4)nc(N4CCOCC4)n3)cc2s1)Nc1ccccc1Cl	?	12.8%	-8.0%	-1.9%	?	0.1	0.4	2.6	4.0%	0.3%	0.9%
COc1ccc(S(=O)(=O)n2nc(OC(=O)c3ccccc3)cc2N)cc1	-12.3%	-0.9%	1.8%	-2.8%	-6.9%	-1.3	-3.2	0.1	-0.3%	8.3%	-0.2%
Cc1ccc2nc3c(c(C(=O)OCC(=O)NC4CCS(=O)(=O)C4)c2c1)CCCC3 (stereo not given)	1.1%	0.6%	-2.0%	-5.6%	-21.4%	-4.5	-1.1	-18.9	0.5%	-28.4%	-2.3%
Cc1nnc(SCC(=O)NCC2CCCO2)n1Cc1ccccc1 (stereo not given)	·	2.9%	·	-2.9%	·	·	-9.3	-26.9	·	·	-0.4%
CCCCn1c(N)c(N(CCC(C)C)C(=O)C2CC(=O)N(CCc3ccc(OC)c(OC)c3)C2)c(=O)[nH]c1=O (stereo not given)	·	-2.9%	-4.6%	0.1%	·	·	25.2	15.6	6.4%	-3.1%	-2.4%
COc1ccc(N2CCN(C(=O)CN3CCN(c4nc(-c5ccc(F)cc5)cs4)CC3)CC2)cc1	?	-0.2%	-19.0%	0.4%	-19.1%	1.2	-40.9	-27.9	1.0%	-30.5%[inhibitor]	-0.4%
Cc1ccc(C(=O)OCc2nc(N)nc(Nc3ccccc3C)n2)cc1	5.4%[10 µM]	-0.2%	0.2%	-3.2%	-8.4%	-9.1	-2.4	-1.9	-0.4%	-1.5%	1.2%
Cc1cnc(C(=O)OCC(=O)N=c2sccn2Cc2ccccc2Cl)cn1	-1.3%	-2.0%	-2.1%	0.7%	-8.7%	-0.8	14.2	-23.0	1.8%	1.5%	5.2%
O=C(C1=C(O)C(=O)N(c2ncccn2)C1c1ccc(Cl)c(Cl)c1)c1ccco1 (stereo not given)	4.8%	-4.2%	3.3%	-1.9%	-1.0%	-0.7	-5.4	9.7	-4.3%	3.0%	-3.7%
CCc1noc(C)c1C(=O)Nc1nc2ccc(OC)cc2s1	·	-0.4%	0.7%	5.3%	·	·	3.4	-6.7	5.36µM*	4.5%	?
CO/N=C(/CS(=O)(=O)Cc1ccccc1Cl)c1ccc(Cl)cc1Cl	?	-8.7%	0.7%	2.0%	?	1.0	-6.9	-12.7	-0.6%	-1.7%	-3.0%
CS(=O)(=O)Nc1ccccc1C(=O)OCC(=O)NCc1cccs1	·	2.1%	·	12.4%	·	·	8.1	6.7	·	·	0.7%
COc1cccc(NC(=O)C2CCCN2C(=O)Nc2ccccc2)c1 (stereo not given)	1.8%	-9.1%	0.1%	1.2%	-7.3%	-6.6	10.2	-4.9	-1.1%	0.9%	1.7%
C=CCc1cccc(CNc2cnc3ccccc3c2)c1O	?	?	-6.8%	-0.3%	7.08µM*	-2.1	-25.7	22.9	?	-15.7%	15.9%
COc1ccccc1N1CCN(c2nc3ccccc3nc2C(C#N)C(=O)OC(C)C)CC1 (stereo not given)	5.8%[0.365 µM]	8.0%	-0.7%	-5.0%	·	-4.3	-43.7	8.6	-1.3%	-2.4%	-25.4%
O=C(Nc1cccc(C(F)(F)F)c1)C1=CC=CN2CCS(=O)(=O)N=C12	·	-2.1%	-3.5%	-2.8%	·	·	-1.5	10.7	2.3%	2.1%	4.6%
CCOC(=O)CC(=O)CSc1ncc(C(=O)OCC)c(N)n1	3.1%	12.1%	1.6%	-0.3%	20.8%	0.4	-7.9	15.6	-0.4%	0.2%	7.4%
O=C(NCCCCCCNC(=O)c1ccc(Br)s1)c1ccc(Br)s1	?	·	15.1%	-8.3%	8.1%	2.3	5.7	-9.8	-9.0%	19.8%	?
O=C1c2ccccc2C(=O)N1CCCOc1ccccc1	43.9%	6.4%	25.0%	-1.3%	8.3%	0.2	-2.0	12.4	?	?	11.0%
COc1ccc2nc(N=Nc3ccc(O)c4ccccc34)sc2c1	1.58µM*	-3.1%	-0.8%	-23.4%	5.01µM*	-4.2	-6.3	4.0	-15.7%	-15.3%	8.3%
COC(=O)c1ccccc1OCCCOc1ccc(C=O)cc1OC	8.91µM*	1.5%	8.2%	1.4%	10µM*	-0.2	-1.2	-26.0	-18.2%	27.8%	?
Cc1nn2c(-c3ccco3)nnc2c2ccccc12	8.4%	-7.4%	·	·	7.9%	0.2	-12.9	3.7	?	·	·
Cc1nc(SCC(=O)Nc2ccccc2)c2oc3ccccc3c2n1	10.9%	-3.4%	-1.0%	0.0%	-8.0%	-0.7	8.4	1.3	3.9%	-12.9%	0.3%
COc1ccc(O)c(/C=N/Nc2nc3ccccc3[nH]2)c1	?	2.0%	5.0%	2.4%	?	-1.9	10.9	-20.0	6.75µM*	?	?
